# APJ antag – APJ receptor antagonism. inhibition, % at 20 µM. CHO-K1 APJ beta-arrestin complementation, luminescence. P35414. actives 0.32% (n = 330,000);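 active = inhibition above about 40% at 20 µM, limit read from the data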;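 also: cells challenged with 10 nM apelin-13 agonist together with compound; plate controls were apelin-13 plus DMSO wells for no effect and DMSO wells lacking apelin-13 for full effect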
# EBI2 antag – EBI2 (human) antagonism; P32249; EBI2 beta-arrestin recruitment, luminescence, 7a,25-OHC stimulated; inhibition, % at 5 µM; actives 0.81% (n = 360,000); AID 651636; in the data active = inhibition above about 38%;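 also: enzyme fragment complementation signal reports receptor beta-arrestin coupling in cells; 0% = agonist plus DMSO wells and 100% = wells without agonist; some results beyond the cut were filed as inactive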
# Target sequence (P32249 whole entry, looked up, the tested form may be a part): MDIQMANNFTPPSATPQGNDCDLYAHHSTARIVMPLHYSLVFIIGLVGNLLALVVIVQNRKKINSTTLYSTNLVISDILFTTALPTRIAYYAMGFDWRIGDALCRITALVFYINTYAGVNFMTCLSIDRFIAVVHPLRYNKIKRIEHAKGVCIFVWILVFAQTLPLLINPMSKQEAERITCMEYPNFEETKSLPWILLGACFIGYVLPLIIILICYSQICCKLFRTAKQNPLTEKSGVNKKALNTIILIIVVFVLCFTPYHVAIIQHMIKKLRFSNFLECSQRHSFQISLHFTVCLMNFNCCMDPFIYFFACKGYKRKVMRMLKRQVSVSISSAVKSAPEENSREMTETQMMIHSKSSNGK
# CCR6 antagonist – blocks CCL20-driven beta-arrestin recruitment at human CCR6. CHO-K1 CCR6 PathHunter beta-arrestin, luminescence, CCL20-stimulated. inhibition, % at 20 µM. AID 493098. actives 0.49% (n = 340,000);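 active = compounds whose inhibition of the agonist-driven luminescence signal at 20 µM reaches about 50%, limit read from the data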;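 also: cells stimulated with CCL20 at 14 nM final; plate controls were DMSO with CCL20 for no effect and DMSO without agonist for full effect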
# Target sequence (P51684 whole entry, looked up): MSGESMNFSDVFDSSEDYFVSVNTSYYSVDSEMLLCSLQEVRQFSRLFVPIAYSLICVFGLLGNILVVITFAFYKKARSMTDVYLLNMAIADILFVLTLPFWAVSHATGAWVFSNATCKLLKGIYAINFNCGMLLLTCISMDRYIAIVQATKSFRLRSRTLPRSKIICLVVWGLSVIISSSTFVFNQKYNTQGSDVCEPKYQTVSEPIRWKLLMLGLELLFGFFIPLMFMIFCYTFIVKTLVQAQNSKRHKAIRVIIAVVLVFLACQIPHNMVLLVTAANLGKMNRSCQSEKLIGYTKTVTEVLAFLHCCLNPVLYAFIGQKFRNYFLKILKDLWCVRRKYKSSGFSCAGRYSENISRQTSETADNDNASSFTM
# CXCR6 block – inhibitors of human CXCR6 receptor; O00574; CHO-K1 PathHunter CXCR6 beta-arrestin, luminescence; inhibition, % at 20 µM; actives 0.36% (n = 360,000); in the data active = inhibition above about 34%, passing the limit was not always enough;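 also: antagonist mode with CXCL16 agonist at 10 nM final; 0% = 10 nM CXCL16 with DMSO and 100% = unstimulated wells without agonist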
# Target sequence (O00574 whole entry, looked up): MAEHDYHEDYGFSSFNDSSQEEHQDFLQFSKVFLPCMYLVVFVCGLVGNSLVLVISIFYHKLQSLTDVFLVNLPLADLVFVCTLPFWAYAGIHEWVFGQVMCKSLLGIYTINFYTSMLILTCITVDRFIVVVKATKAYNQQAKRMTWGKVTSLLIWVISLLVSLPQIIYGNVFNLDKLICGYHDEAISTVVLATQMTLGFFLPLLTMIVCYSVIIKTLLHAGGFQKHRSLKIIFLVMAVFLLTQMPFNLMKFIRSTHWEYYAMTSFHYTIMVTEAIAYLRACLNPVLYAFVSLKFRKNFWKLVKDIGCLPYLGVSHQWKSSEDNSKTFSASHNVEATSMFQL
# XBP1 UPR activ – activators of adaptive arm of unfolded protein response (XBP1) | AID 463104 | CHO-XBP1 luciferase reporter, IRE1-XBP1 UPR activation, luminescence; percent of tunicamycin response, DMSO as zero | actives 0.33% (n = 330,000) | activation, % at 20 µM;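 active = versus positive control, 20 µM dose yields 30% or more activation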;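 also: 100% = tunicamycin at 10 µg/mL and 0% = DMSO only wells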
#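 Material: CHO cell line with stable XBP1 luciferase reporter; schedule: 16-18 h cell attachment at 37 °C, then 6 h compound exposure; signal: glow luminescence from Steady-Glo reagent; medium: serum-containing F12 medium, 10% FBS; benchmarks: tunicamycin 10 µg/mL and vehicle-only wells; read-out: percent activation relative to tunicamycin reference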
# tim23-1 inh – tim23-1 yeast growth inhibition. inhibition, % at 20 µM. S. cerevisiae tim23-1 growth, BacTiter-Glo luminescence, 24 h. actives 1.3% (n = 330,000). AID 463212;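 active = growth inhibition of the mutant yeast at or above 50%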;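 also: temperature-sensitive mutant grown at 25 °C; plate controls were DMSO-treated mutant yeast for no effect and medium wells lacking yeast for full effect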
# UPR CHOP act – activators of apoptotic arm of unfolded protein response (CHOP). CHO-CHOP luciferase reporter, UPR activation, luminescence; percent of tunicamycin response over DMSO baseline. activation, % at 10 µM. actives 0.34% (n = 330,000);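 active = at 10 µM dose, activation of 40% or more, normalized to positive control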;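 also: 100% = tunicamycin at 10 µg/mL and 0% = DMSO alone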
#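 System: CHO CHOP reporter cells. Amount: 500 cells per well. Buffer or medium: F12 medium, 10% FBS. Compound dosing: one dose, 10 µM in 0.5% DMSO. Incubation: 6 h compound exposure at 37 °C after overnight seeding. Technique: Steady-Glo luciferase luminescence. Benchmarks: tunicamycin and DMSO controls.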
# Mdm2-MdmX inh – disrupts the human Mdm2-MdmX interaction | O15151+Q00987 | SaOS-2 split-luciferase Mdm2/MdmX complementation, luminescence | inhibition, % at 8 µM | actives 3% (n = 330,000);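 active = inhibition of at least 50% at 8 µM in the primary screen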
# APJ ag – activates the human apelin receptor APJ. AID 2520. activation, % at 20 µM. CHO-K1 APJ PathHunter beta-arrestin, luminescence; 0% DMSO wells, 100% apelin. actives 0.11% (n = 330,000);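 active = activation more than six SD over the plate average, tested at 20 µM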;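 also: 0% = DMSO alone and 100% = apelin-13 at 10 nM; some results filed as inactive read as strong as hits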
#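 assay system = CHO-K1 APJ beta-arrestin complementation cell line | input = cell density 1000 per well | dosing = compound 20 µM once, DMSO 1% | timing = compound 90 min 25 °C, reagent 1 h | measured by = luminescence from split beta-galactosidase complementation, Galacton Star/Emerald II substrate | read-out basis = APJ agonist activity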
# * = called active by the depositor; . = not tested or not shown.
SMILES,APJ antag,EBI2 antag,CCR6 antagonist,CXCR6 block,XBP1 UPR activ,tim23-1 inh,UPR CHOP act,Mdm2-MdmX inh,APJ ag
Fc1ccc(/C=N/n2c(C3CCCCC3)n[nH]c2=S)cc1,19,-10,17,4,0,71*,-0.6,5,-3
COc1ccc(Br)cc1CN(C)CC(=O)Nc1cc(Cl)ccc1Cl,11,32,29,4,-1,20,2.4,-10,-3
CCOCCCNC(=O)C1(O)c2cc(Br)ccc2NC(=O)N1c1ccc(CC)cc1 (stereo unspecified),-8,4,-7,-2,-2,1,1.6,17,-4
Cc1ccc2nc(-c3ccc(NS(C)(=O)=O)cc3)cc(-c3ccccc3)c2c1,2,16,8,1,3,35,1.2,1,-4
COc1ccc(-c2csc(/C(C#N)=C\c3cccc([N+](=O)[O-])c3)n2)cc1,-6,.,.,.,1,-7,0.2,33,-1
Cc1ccc(NC(=O)c2ccc(=O)n(CC(=O)Nc3c(C)cc(C)cc3C)n2)cc1,12,9,35,6,-4,7,-0.6,9,-2
CCOc1ccc(CCNC(=O)Cn2ncn3nc(-c4ccc(OC)cc4)cc3c2=O)cc1,-3,-14,-11,-14,11,-9,11,28,9
CCn1cnc2cc(NCc3ccc(OC)cc3)ccc21,-5,1,-13,2,4,11,2.7,-21,-2
CN1C/C(=C/c2ccncc2)C(=O)/C(=C/c2ccncc2)C1,-23,-2,8,-9,-1,14,-2.0,5,2
COc1ccccc1NC(=O)Nc1nnc(C(C)c2ccccc2)s1 (stereo unspecified),-6,14,-4,-3,-4,23,-1.7,15,-5
O=C(Nc1ccc(-c2cnco2)cc1)c1ccc(Cl)cc1,5,1,7,0,3,-11,2.8,11,-3
Cc1cc(Cl)ccc1NC(=S)NCc1ccc(F)cc1,4,10,14,2,-3,33,0.9,13,-1
c1ccc(-c2cn(C[C@H]3CC[C@H](Cn4cc(-c5ccccn5)nn4)O3)nn2)nc1,2,-6,-10,4,-2,-1,1.4,3,-5
COc1ccc(C)cc1NC(=O)CN1C(=O)C(=O)N(C2CCCC2)C1=O,3,-16,-7,5,1,0,-0.4,1,2
Cc1ccc(S(=O)(=O)N2CCN(C(=O)CC3CCCC3)CC2)cc1,10,7,9,10,-2,27,-0.2,-5,0
CC(=O)Oc1cccc(NC(=O)c2cccc(C(=O)Nc3cccc(OC(C)=O)c3)c2)c1,13,-14,-14,-11,-3,12,1.5,5,-2
CC(OC(=O)CCN=C1NS(=O)(=O)c2ccccc21)C(=O)Nc1ccc(F)cc1 (stereo unspecified),9,-4,7,7,0,-14,-0.6,8,-4
CN(C)c1nnnn1-c1ccc(Cl)cc1,-3,-12,0,2,0,14,0.0,0,-3
CC1(C)C[C@@H](O)CC2(C1)C[C@]1(C)CC(O)[C@H]2C(C)(C)C1 (stereo partly specified),10,-5,-1,-4,2,28,-1.1,6,1
O=C(N/N=C/C(Cl)=C\c1ccccc1)c1cnccn1,-5,7,0,4,3,9,1.1,-35,-1
C=CCc1c(Cl)nc(C)nc1NCc1ccccc1,-10,1,-3,-12,-3,17,1.1,18,1
CC1=NN(C(=S)Nc2ccccc2)C(c2ccccc2)C1 (stereo unspecified),9,-9,-15,-1,1,24,2.9,3,0
CCCCS(=O)(=O)/C=C/[C@H]1[C@H](S(=O)(=O)CCCC)[C@H]2C=C[C@@H]1C2,7,0,8,-3,0,7,1.8,17,-4
NC(=O)C1CCCN(C(=O)c2ccc3nc(Cc4cccc(Cl)c4)oc3c2)C1 (stereo unspecified),2,8,-1,7,1,9,4.1,16,-4
Cn1ncc(Cl)c1C(=O)N/N=C/c1cccc(OC2CSC2)c1,25,-4,24,-1,3,23,2.1,-10,0
COc1ccc(S(=O)(=O)NNC(=O)c2cc3c4ccccc4n(C)c3s2)cc1,1,3,4,-12,0,-10,-0.7,23,-1
COCc1nnc(NC(=O)CCCOc2ccccc2)s1,14,-3,-2,1,1,6,-1.0,-23,-3
COc1ccc(OC)c(N(CC(=O)NCCSCc2ccco2)S(=O)(=O)c2ccc(OC)c(OC)c2)c1,-37,-8,2,1,-6,-7,3.1,6,9
COc1ccc(-c2nnc(SCC(=O)NC3CC3)o2)c(OC)c1,2,-7,0,-2,0,3,-1.6,-7,5
O=C(O)c1ccc(COc2ccc(CO)cc2Cl)cc1,11,-3,-21,-7,4,8,1.8,7,-3

# Arranged by number of heavy atoms (lowest first): five of the compounds above
SMILES,APJ antag,EBI2 antag,CCR6 antagonist,CXCR6 block,XBP1 UPR activ,tim23-1 inh,UPR CHOP act,Mdm2-MdmX inh,APJ ag
CC1=NN(C(=S)Nc2ccccc2)C(c2ccccc2)C1 (stereo unspecified),9,-9,-15,-1,1,24,2.9,3,0
CCCCS(=O)(=O)/C=C/[C@H]1[C@H](S(=O)(=O)CCCC)[C@H]2C=C[C@@H]1C2,7,0,8,-3,0,7,1.8,17,-4
NC(=O)C1CCCN(C(=O)c2ccc3nc(Cc4cccc(Cl)c4)oc3c2)C1 (stereo unspecified),2,8,-1,7,1,9,4.1,16,-4
CC(=O)Oc1cccc(NC(=O)c2cccc(C(=O)Nc3cccc(OC(C)=O)c3)c2)c1,13,-14,-14,-11,-3,12,1.5,5,-2
COc1ccc(OC)c(N(CC(=O)NCCSCc2ccco2)S(=O)(=O)c2ccc(OC)c(OC)c2)c1,-37,-8,2,1,-6,-7,3.1,6,9

# Remaining list, next part
SMILES,APJ antag,EBI2 antag,CCR6 antagonist,CXCR6 block,XBP1 UPR activ,tim23-1 inh,UPR CHOP act,Mdm2-MdmX inh,APJ ag
COc1ccccc1N1CCN(C(=O)c2cc3c(s2)-c2ccccc2OC3)CC1,10,85*,2,4,-1,39,0.5,36,-1
CCOc1ccc(CN(C)C(=O)CNC(=O)c2cc(OC)c(OC)c(OC)c2)cc1,7,-1,-5,9,-5,7,1.3,7,-1
Cc1ccc(/C=N/Nc2nc3ccccc3[nH]2)s1,-10,6,18,8,-1,1,5.7,-93,3
CCOC(=O)N1CCN(c2c(NCCN(C)Cc3ccccc3)c(=O)c2=O)CC1,3,-2,0,0,2,5,-1.2,16,-2
CCc1nc(-c2cc3ccc(C)cc3[nH]c2=O)no1,-2,1,10,4,2,6,1.1,1,1
Oc1c(C(c2ccc(F)cc2)N2CCc3ccccc3C2)sc2ncnn12 (stereo unspecified),-1,-2,6,-6,-5,14,3.0,-11,2
COCCNC(=S)Nc1cc2oc3ccccc3c2cc1OC,-2,-8,11,9,5,29,4.5,28,2
Cc1ccc(C)c(C(=O)N2CCN(c3ncccn3)CC2)c1,14,4,7,4,1,10,-1.9,-26,-4
C=CCn1c(SCC(=O)NC(=O)NC2CCCC2)nnc1C1CCCCC1,8,1,19,5,-1,17,-3.0,33,-7
COc1cc(OC)cc(C(=O)NCCC(c2ccccc2)c2ccccc2)c1,-3,15,18,9,-2,10,1.3,7,-3
COc1ccccc1Nc1nc(N)nc(CN2CCc3ccccc3C2)n1,7,-10,2,2,-2,10,-0.9,12,-1
CC(=O)Nc1ccc(NC(=O)c2cc(=O)c3cc(C)cc(C)c3o2)cc1,-2,0,19,-1,6,-15,6.4,67*,-1
Cc1ccc([N+](=O)[O-])cc1N/C=C1\CCCCC1=O,-3,4,17,1,-2,2,3.2,-38,1
CCCCCCCCCCCCCCCC[N+](C)(C)CCN(Cc1ccc(OC)cc1)c1ncccn1,51*,-5,65*,5,-2,93*,14,100*,-14
CCOc1ccc(N(C)S(=O)(=O)c2ccc(-c3ccc(=O)[nH]n3)s2)cc1,-5,-4,20,6,-4,8,-0.9,18,0

# Quoted at random: 4 records from the list, in no set order.
SMILES,APJ antag,EBI2 antag,CCR6 antagonist,CXCR6 block,XBP1 UPR activ,tim23-1 inh,UPR CHOP act,Mdm2-MdmX inh,APJ ag
COCCNC(=S)Nc1cc2oc3ccccc3c2cc1OC,-2,-8,11,9,5,29,4.5,28,2
CCCCCCCCCCCCCCCC[N+](C)(C)CCN(Cc1ccc(OC)cc1)c1ncccn1,51*,-5,65*,5,-2,93*,14,100*,-14
CCOc1ccc(CN(C)C(=O)CNC(=O)c2cc(OC)c(OC)c(OC)c2)cc1,7,-1,-5,9,-5,7,1.3,7,-1
Cc1ccc([N+](=O)[O-])cc1N/C=C1\CCCCC1=O,-3,4,17,1,-2,2,3.2,-38,1

# (listing goes on)
SMILES,APJ antag,EBI2 antag,CCR6 antagonist,CXCR6 block,XBP1 UPR activ,tim23-1 inh,UPR CHOP act,Mdm2-MdmX inh,APJ ag
CCOC(=O)c1ccc(NC(=S)NC(=O)COc2ccccc2)cc1,12,7,30,10,-3,23,0.8,-26,-5
COc1ccc(CCNC(=O)C2CC3Cn4c(nc5cc(Cl)c(Cl)cc54)C3N2C)cc1 (stereo unspecified),3,5,4,-4,-2,20,0.0,10,4
C=CCn1c(=O)c2ccccc2n2c(SCC(=O)NCc3cccs3)nnc12,7,-2,16,4,-2,-22,-0.5,-3,-5
Cc1cc(Br)cc2c(C(=O)Nc3c(C)n(C)n(-c4ccccc4)c3=O)cc(-c3cccs3)nc12,6,3,10,8,1,14,4.8,48,-2
CCOc1ccc(CN2CCN(Cc3cccn3-c3ncccn3)CC2CCO)cc1 (stereo unspecified),2,5,14,4,-1,-3,0.1,-8,-6
COc1cccc(C2CCCN2Cc2nc(-c3cnccn3)no2)c1 (stereo unspecified),-13,15,10,6,-4,15,-1.2,23,0
COc1ccc(NC(=O)CSc2nnc(NC(=O)c3ccc(S(=O)(=O)N4CCOCC4)cc3)s2)cc1,14,-6,6,-5,1,-5,-0.8,-5,-7
C/C(=N/NC(=O)CNC(=O)CCc1ccccc1)c1ccc(Cl)cc1,-2,5,10,1,-2,13,1.1,-5,4
COc1ccc(/C=C/C(=O)Nc2cc(S(=O)(=O)N3CCOCC3)ccc2C)cc1OC,-5,3,9,-9,-3,5,0.8,-13,-4
O=C(CN1C(=O)NC2(CCOc3ccccc32)C1=O)Nc1cccc([N+](=O)[O-])c1 (stereo unspecified),9,1,6,1,-3,4,-0.5,-19,-2
Cc1ccc2cc(-c3noc(C(C)(C)C)n3)c(=O)[nH]c2c1,-14,-15,6,-27,-1,13,0.9,0,2

# An excerpt of these results, with two lines to a compound:
# Every second line gives: APJ antag, EBI2 antag, CCR6 antagonist, CXCR6 block, XBP1 UPR activ, tim23-1 inh, UPR CHOP act, Mdm2-MdmX inh, APJ ag
CCCCS(=O)(=O)/C=C/[C@H]1[C@H](S(=O)(=O)CCCC)[C@H]2C=C[C@@H]1C2
    7, 0, 8, -3, 0, 7, 1.8, 17, -4
NC(=O)C1CCCN(C(=O)c2ccc3nc(Cc4cccc(Cl)c4)oc3c2)C1 (stereo unspecified)
    2, 8, -1, 7, 1, 9, 4.1, 16, -4
Cn1ncc(Cl)c1C(=O)N/N=C/c1cccc(OC2CSC2)c1
    25, -4, 24, -1, 3, 23, 2.1, -10, 0

# Only part of the results is shown. The share of hits here may be higher or lower than overall.
